# Dyrk1A ADPGlo: inhibitors of rat Dyrk1A kinase | inhibition, % at 12.5 µM | ADP-Glo luminescence, NFATc1 peptide | hit rate 0.43% among 310,000 | AID 504441; in the data active = inhibition above about 50%;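 note: plate controls were vehicle with enzyme for no effect and no enzyme for full effect; many of its hits are not listed in these tables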
# HDAC3 inhib: inhibitors of human histone deacetylase 3. recombinant HDAC3, fluorogenic peptide/trypsin coupled, fluorescence. inhibition, % at 8.3 µM. hit rate 0.15% among 320,000; in the data active = inhibition above about 26%, passing the limit was not always enough
# AI-2 QS mod: Vibrio harveyi AI-2 quorum sensing modulation. Vibrio harveyi JMH597 AI-2 luminescence/OD600 ratio, 9 h; stronger effect = lower value; strain lacks LuxN and CqsS sensors; 0 = neutral-control median. activity change, % at 7.5 µM. hit rate 0.4% among 300,000; in the data active = activity change below about -75%, passing the limit was not always enough;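 note: luminescence divided by OD600 gain over 9 h not by final OD600 alone; inactives centre near 13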
# HSP90 inh: HSP90 refolding inhibition in rabbit reticulocyte lysate; hit rate 0.91% among 290,000; inhibition, % at 5.6 µM; luciferase refolding luminescence, 3 h; AID 1789;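 active = inhibition above the screen-wide mean plus 3 SD, computed separately per campaign, cut at about 16% in these data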;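 note: 0% = DMSO wells and 100% = 60 µM geldanamycin wells; inhibitors lower the luminescence because luciferase stays unfolded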
# HSF1 inhib: HSF1 inhibition; hit rate 0.77% among 300,000; NIH3T3-HGL HSE-luciferase, MG132-induced, luminescence 8 h; stronger effect = lower value; activity change, negative = inhibition, % at 7.5 µM (by protocol);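 active = more than half of replicate wells show activity change below -50%, luminescence cut by over half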;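 note: luciferase reports HSF-1 transcriptional activity via heat shock element; 0% = median of DMSO wells and -100% = zero luminescence signal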
# GSK3B inh: inhibitors of human GSK3beta kinase. P49841. GST-GSK3beta kinase, ADP-Glo luminescence, 60 min; stronger effect = lower value. activity score (negative = inhibition), % at 10 µM. hit rate 0.038% among 300,000. AID 2097;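 active = more than half of replicate wells score below -50%, meaning over 50% inhibition versus plate controls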;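 note: 0% = median DMSO wells and -100% = median GW8510 positive control wells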
# Target sequence (P49841 whole entry, looked up): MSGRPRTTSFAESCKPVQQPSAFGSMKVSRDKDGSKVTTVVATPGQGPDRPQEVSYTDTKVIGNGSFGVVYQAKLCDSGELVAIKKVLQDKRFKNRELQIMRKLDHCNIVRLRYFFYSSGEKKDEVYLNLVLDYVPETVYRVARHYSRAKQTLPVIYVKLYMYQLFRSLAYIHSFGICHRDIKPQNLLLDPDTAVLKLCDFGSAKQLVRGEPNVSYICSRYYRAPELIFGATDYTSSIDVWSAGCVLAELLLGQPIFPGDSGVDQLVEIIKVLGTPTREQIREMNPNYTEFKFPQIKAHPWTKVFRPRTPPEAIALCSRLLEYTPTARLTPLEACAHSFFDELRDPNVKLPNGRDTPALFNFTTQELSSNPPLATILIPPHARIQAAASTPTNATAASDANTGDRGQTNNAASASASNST
#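 Test system: GST-fused GSK3beta enzyme, cell-free | Quantity: 1.6 ng GST-GSK3beta enzyme per well | Reagent: 25 µM ATP with peptide substrate | Schedule: 60 min enzyme reaction, room temperature | Signal: Luminescent ADP-Glo measurement of ADP formed | Read-out basis: Score relative to plate controls | Control set: DMSO and 20 µM GW8510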
# PolyA inh: inhibitors of polyadenylation in S. cerevisiae; S. cerevisiae SKY197-pL101 polyadenylation reporter, beta-gal luminescence; efflux-impaired pdr1/pdr3 knockout yeast; score 100 = 6 SD above DMSO; calls only at 12 µM; AID 1875; hit rate 0.02% among 300,000;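 active = lowest replicate activity score at least 50, where 100 means six control SD above control mean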;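 note: yeast exposed to compound for 9 h at 30 °C; higher score means more reporter readthrough which indicates perturbed polyadenylation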
# HSF-1 act: increases HSF-1 driven luciferase reporter signal | activation, % at 9 µM | NIH3T3-HGL HSF-1 luciferase reporter, MG132, 8 h; 100% = twice DMSO control signal | hit rate 1.7% among 300,000;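 active = mean replicate activation of at least 50% with a set share of replicates each reaching 50%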;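 note: 0% = median of the neutral control wells and 100% = twice that signal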
# GSK3A inh: inhibitors of human GSK-3 alpha kinase; inhibition, % at 10 µM; AID 2650; ADP-Glo luminescence, 60 min; hit rate 0.1% among 320,000;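 in the data active = inhibition above about 50%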;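 note: GST-tagged GSK-3 alpha with peptide substrate and 25 µM ATP; 0% = DMSO neutral wells and 100% = GW8510 positive control wells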
# Platelet DG rel: platelet dense granule release activity; human platelet-rich plasma, SFLLRN dense granule ATP release, luminescence; inhibition, %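 (compounds screened at 7.5 µM in platelet-rich plasma)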; hit rate 0.22% among 300,000;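 active = mean replicate score, as percent of positive control, at or above 50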
# Numbers without * were called inactive; i = inactive; & = joins results of further samples. An excerpt. The share of hits here may be higher or lower than overall.
SMILES,Dyrk1A ADPGlo,HDAC3 inhib,AI-2 QS mod,HSP90 inh,HSF1 inhib,GSK3B inh,PolyA inh,HSF-1 act,GSK3A inh,Platelet DG rel
CC[C@@H]1C(=O)OC[C@@H]1Cc1cncn1C,-3&0,-3&1,0&5,2&-1&-1,-2&-9,3&0,i,-9&-17,3&-2,16&16

# High-throughput results from PubChem.
